# RSV antiviral HEp-2 – inhibition of RSV-induced cytopathic effect – HEp-2 cells, primary 10 µM value included (AID 2391). HEp-2 cells, RSV-induced CPE inhibition; higher % means a stronger effect. one-dose CPE inhibition, % at 10 µM; IC50 in µM for titrated hits. 310,000 compounds, 0.13% hits; in the data active = a potency from the dose series; inconclusive = CPE inhibition mostly from about 23% at the one dose, without a potency; inactive = the rest, 99 in 100 with CPE inhibition below about 21%; note: strong numbers were not always called active
# West Nile antiviral – inhibition of WNV-induced cytopathic effect – cell-based, CPE readout (AID 1621). West Nile virus-infected cells, CPE inhibition; higher % means a stronger effect. CPE inhibition, % at 10 µM, or IC50 in µM where a hit was titrated. 290,000 compounds, 0.02% hits; in the data active = a potency from the dose series; inconclusive = CPE inhibition mostly from about 3.7% at the one dose, without a potency; inactive = the rest, 99 in 100 with CPE inhibition below about 2.2%; note: strong numbers were not always called active
# Large T inhibition – SV40 large T antigen inhibitors, biochemical (AID 1903); inhibition, % at 20 µM, or IC50 in µM where a hit was titrated; SV40 large T antigen ATPase/helicase inhibition assay; higher % means a stronger effect; 310,000 compounds, 0.39% hits; in the data active = a potency from the dose series; inconclusive = inhibition mostly from about 32% at the one dose, without a potency; inactive = the rest, 99 in 100 with inhibition below about 32%; note: strong numbers were not always called active
# ER stress rescue – protection against thapsigargin-triggered cell killing – 384-well, CSM14.1, ATP luminescence, primary screen (AID 1222) | CSM14.1 thapsigargin-induced death rescue, ATP luminescence; higher % means a stronger effect | one-dose cellular ATP content (survival), % at 20 µM; EC50 in µM for titrated hits | 190,000 tested, under 10 active;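 active = EC50 below 50 µM in the dose-response confirmation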;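 note: death triggered by thapsigargin at about 15 µM added after 2 h compound pretreatment; cell ATP read after overnight thapsigargin exposure of roughly 18 to 22 hours; normalized against plate controls of thapsigargin alone and 5% DMSO vehicle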
# GPR35 antagonists – GPR35 antagonists blocking zaprinast-driven arrestin recruitment, primary screen, imaging, U2OS, beta-arrestin-GFP, zaprinast agonist (AID 2058); inhibition, % at 10 µM, or IC50 in µM where a hit was titrated; U2OS GPR35 beta-arrestin-GFP translocation imaging, zaprinast antagonism; higher % means a stronger effect; 290,000 compounds, 0.052% hits;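 active = inhibition of at least 50% with at least 30 cells and total cytoplasm GFP at most 10,000,000; inconclusive = under 30 cells or total GFP of 10,000,000 plus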
# Rac1 GTP hydrolysis – MgcRacGAP GTPase-activating activity inhibitors, confirmation, biochemical, ADP Hunter fluorescence; 340,000 compounds, 0.6% hits; AID 624330; MgcRacGAP-stimulated Rac1 GTP hydrolysis, ADP Hunter fluorescence; higher % means a stronger effect; GST-tagged Rac1 F28L mutant substrate; inhibition, % at 30 µM, or IC50 in µM where a hit was titrated;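 active = first-screen hits whose inhibition reached a set limit at any dose in the follow-up dose series; inconclusive = inhibition above the set first-screen limit but never retested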;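 note: fluorescence reports GDP produced by GAP-driven GTP hydrolysis; strong numbers were not always called active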
# Dengue-2 NS5 capping – Dengue-2 NS5 methyltransferase inhibitors, primary screen, biochemical, confirmation dose response (AID 588689) | Dengue-2 NS5 methyltransferase capping enzyme assay, biochemical; higher % means a stronger effect | inhibition, % at 25 µM; hits with a dose series show IC50 in µM | 340,000 compounds, 0.3% hits; in the data active = a potency from the dose series; inconclusive = inhibition above about 29% without an active follow-up result
# LYP inhibition – PTPN22 lymphoid phosphatase activity blockers – biochemical, fluorescence intensity, uHTS (AID 1779); 290,000 compounds, 0.054% hits; recombinant LYP phosphatase, fluorescence intensity; higher % means a stronger effect; one-dose inhibition, % at 11.5 µM; IC50 in µM for titrated hits; in the data active = inhibition above about 50%;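 note: plate controls were vehicle with enzyme for no effect and no enzyme for full effect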
# PhoP inhibition – PhoP-dependent GFP reporter repression – Salmonella Typhimurium, primary screen (AID 1863) | S. Typhimurium PhoP-regulated promoter GFP reporter, 4 h; higher % means a stronger effect | inhibition, % at 50 µM; hits with a dose series show IC50 in µM | 300,000 compounds, 0.16% hits;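 active = inhibition over 29.93%, a cutoff 3 SD above the screen mean, later confirmed by dose response; inconclusive = inhibition over 29.93% but no dose response follow-up; inactive = inhibition at most 29.93% or unconfirmed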;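 note: 0% = low Mg2+ inducing control and 100% = high Mg2+ repressing control; strong numbers were not always called active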
# The depositor's hits bear a star; ? = inconclusive; . = no result given.
# The line under a structure holds: RSV antiviral HEp-2	West Nile antiviral	Large T inhibition	ER stress rescue	GPR35 antagonists	Rac1 GTP hydrolysis	Dengue-2 NS5 capping	LYP inhibition	PhoP inhibition
O=c1c(F)cn(C2CCCO2)c(=O)n1Cc1c(Cl)cccc1Cl (centres undefined)
 : 1.3%	0.1%	13%	0.9%	-9%	8%	-11%	-11%	5%
CC(C)c1ccc(NC(=O)COc2ccccn2)cc1
 : 7.8%	-0.8%	-1%	.	-14%	1%	-5%	-6%	3%
COc1ccc(OCc2nn3c(-c4ccccn4)nnc3s2)cc1
 : 0.1%	-0.3%	10%	3.7%	-4%	9%	-6%	-6%	3%
CCOc1cc(/C=N/NC(=O)c2ccncc2)ccc1OC(=O)c1ccccc1
 : 1.0%	-0.5%	4%	.	12%	7%	-3%	-2%	-5%
COc1cccc(C(=O)NCC(=O)OCC(=O)Nc2cc(OC)c([N+](=O)[O-])cc2C)c1
 : 3.1%	-0.1%	5%	-1.5%	-2%	-12%	-1%	-2%	-7%
CSCc1ccc(C(=O)Nc2cc(C)cc(C)c2)cc1
 : ?	-0.5%	5%	-7.8%	-16%	0%	-1%	6%	-5%
CCOc1ccc(C(C(=O)NC2CCCC2)N(CCCO)C(=O)c2ccc(-c3ccccc3)[nH]2)cc1 (centres undefined)
 : -0.2%	-1.2%	4%	1.2%	-14%	5%	-2%	6%	-6%
COCCCNC(=O)Cn1c(=O)n(Cc2ccc(F)cc2)c(=O)c2sccc21
 : -2.8%	0.0%	1%	.	4%	-6%	-7%	-11%	-2%
O=C(CCc1ccccc1)NNC(=S)NCc1ccc(Cl)cc1
 : 2.0%	-1.5%	15%	.	16%	7%	-5%	-9%	7%
CCN1CCN(c2nc3sc4c(c3c3ncnn23)CC(C)CC4)CC1 (centres undefined)
 : 3.2%	-0.4%	9%	-1.2%	8%	19%	2%	-2%	7%
Cc1ccc(-c2nc(P(=O)(c3ccccc3)c3ccccc3)c(N3CCOCC3)o2)cc1
 : 12%	-1.2%	7%	-1.6%	24%	10%	-9%	-3%	-3%
NS(=O)(=O)c1ccc(-c2ccc(/C=N/NC(=O)c3ccc([N+](=O)[O-])cc3)o2)cc1
 : 3.5%	0.3%	5%	.	5%	9%	-3%	-7%	-3%
CC1CCN(c2ncccc2C(=O)O)CC1
 : 1.8%	-0.2%	10%	-0.6%	15%	5%	-5%	-6%	-9%
O=C(Nc1ccccc1N1CCN(C(=O)c2ccc(Cl)cc2)CC1)c1cccc(F)c1
 : 16%	-0.4%	6%	.	1%	7%	-4%	-1%	2%
CCSc1nnc(NC(=O)CN2C(=O)C3CC=CCC3C2=O)s1 (centres undefined)
 : 1.2%	0.7%	22%	-1.7%	-9%	5%	1%	-7%	-4%

# Of the compounds above, these have a thiophene ring, fused or not:
# The line under a structure holds: RSV antiviral HEp-2	West Nile antiviral	Large T inhibition	ER stress rescue	GPR35 antagonists	Rac1 GTP hydrolysis	Dengue-2 NS5 capping	LYP inhibition	PhoP inhibition
COCCCNC(=O)Cn1c(=O)n(Cc2ccc(F)cc2)c(=O)c2sccc21
 : -2.8%	0.0%	1%	.	4%	-6%	-7%	-11%	-2%
CCN1CCN(c2nc3sc4c(c3c3ncnn23)CC(C)CC4)CC1 (centres undefined)
 : 3.2%	-0.4%	9%	-1.2%	8%	19%	2%	-2%	7%

# Going on with the list:
# The line under a structure holds: RSV antiviral HEp-2	West Nile antiviral	Large T inhibition	ER stress rescue	GPR35 antagonists	Rac1 GTP hydrolysis	Dengue-2 NS5 capping	LYP inhibition	PhoP inhibition
CCCCS(=O)(=O)N1CCC(C(=O)Oc2ccccc2OC)CC1
 : -0.5%	0.1%	3%	.	12%	2%	2%	-7%	3%
CCOC(=O)Nc1sc(C(=O)N(C)C)c(C)c1C(=O)OCC
 : -0.3%	0.3%	-1%	-0.4%	8%	-10%	-4%	-2%	-9%
CSc1nc2sc3c(c2c(=O)n1CC(C)C)CC(C)(C)OC3
 : 2.8%	-0.5%	9%	.	0%	.	.	-7%	-4%
CCOC(=O)c1cnc2ccc(OCC)cc2c1N1CCN(C)CC1
 : -0.1%	-0.4%	-1%	0.7%	-9%	6%	-4%	4%	-11%
COc1ccc(N(C(=O)CCl)C(C(=O)NCCc2ccccc2)c2cccs2)cc1Cl (centres undefined)
 : -1.7%	-0.4%	11%	-3.3%	-7%	4%	-6%	-3%	5%
Cc1ccc(NC2CCCN(C(=O)CCN3CCCCO3)C2)cc1C (centres undefined)
 : -0.1%	-0.5%	18%	.	5%	14%	4%	-9%	3%
O=C(CC1S/C(=N/N=C/c2cccs2)NC1=O)Nc1ccc(Cl)cc1 (centres undefined)
 : 11%	0.1%	17%	-1.0%	-4%	2%	-8%	-4%	-6%
CCN(CC)S(=O)(=O)c1ccc(NC(=O)CSc2nnc(-c3cccc(OC)c3)n2C)cc1
 : 2.5%	10%	3%	0.3%	14%	1%	-8%	-6%	-3%
Cc1ccc(-c2ccc(=O)n(CCC(=O)N3CCN(c4ccccc4)CC3)n2)cc1
 : 0.9%	-0.9%	7%	.	3%	11%	-7%	0%	-9%
O=C(CNC(=O)c1ccc(Cl)c([N+](=O)[O-])c1)NCC1CCCO1 (centres undefined)
 : 0.9%	0.0%	5%	.	0%	-4%	-11%	-3%	12%
CCn1c(COc2ccccc2C)nnc1SCC(=O)N1CCN(c2ccccc2)CC1
 : 5.2%	-1.2%	9%	-1.8%	2%	5%	-3%	5%	4%
Cc1cc(C)nc(NC(=O)c2ccc(Cl)c([N+](=O)[O-])c2)n1
 : 1.0%	-0.2%	-1%	.	-1%	2%	3%	-10%	-7%
CCN(C(=O)COC(=O)CNC(=O)c1cccc(C)c1)c1c(N)n(Cc2ccccc2)c(=O)[nH]c1=O
 : -1.4%	.	11%	.	.	6%	2%	.	8%
COc1ccccc1NC1=NC2(CCCC2)N=C(N)N1
 : 0.2%	0.3%	4%	-1.3%	-6%	-5%	1%	0%	-20%
N#Cc1ccccc1NC(=O)c1ccccc1OCC(=O)NCc1ccco1
 : 0.5%	-0.3%	1%	-1.2%	1%	7%	-4%	5%	-6%
O=C(CCC1CCCCC1)NCc1cccnc1
 : 0.2%	-0.3%	12%	.	2%	10%	-8%	-6%	-1%
CCC(C)(C)NC(=O)c1cc(OC)c(OC)cc1[N+](=O)[O-]
 : 1.1%	0.3%	6%	1.0%	-2%	7%	-5%	-2%	6%
O=C(NCCCN1CCOCC1)c1ccc2c(c1)N(Cc1cccc(Cl)c1)C(=O)c1ccccc1S2=O (centres undefined)
 : -3.5%	-0.2%	-9%	.	-12%	14%	-4%	-10%	-1%
C#CCOCCOCCOCCNc1nc(N2CCN(C(=O)CCCCCCCCCCNC(=O)[C@@H](CCSC)n3cc(CCO)nn3)CC2)nc(N2CCN(C(=O)CCCCCCCCCCNC(=O)[C@H](CCSC)n3cc(CCO)nn3)CC2)n1
 : -0.6%	.	2%	.	.	-3%	5%	.	.
Cc1cc(=O)oc2cc(Oc3ncccn3)ccc12
 : -0.5%	-0.1%	2%	-1.5%	-8%	2%	-5%	-9%	-5%
CN(C)C(=O)c1cn(-c2ccccc2)nc1-c1cc2ccccc2oc1=O
 : 0.2%	-0.1%	16%	-2.0%	-6%	5%	0%	-7%	-3%
O=C(C(c1ccccc1)c1ccccc1)N1CCC(c2nc(-c3ccccc3Cl)no2)CC1
 : 1.2%	-0.3%	12%	.	.	5%	0%	.	-1%
CN=C1SC(CC(=O)Nc2ccc(N3CCOCC3)cc2)C(=O)N1C (centres undefined)
 : 1.5%	0.3%	4%	0.8%	12%	4%	0%	0%	-5%
O=C(NCC(c1cccs1)N1CCOCC1)c1ccccc1NS(=O)(=O)c1ccc(Br)cc1 (centres undefined)
 : 5.7%	-1.2%	-1%	-2.5%	18%	10%	-8%	0%	-6%
COC(=O)C1=C(C)OC(N)=C(C#N)C1c1cc2cccc(C)c2nc1Cl (centres undefined)
 : 16%	-0.1%	17%	-0.4%	4%	.	.	-2%	0%
Cc1cc(C(=O)N/N=C\c2ccc(COc3ccc([N+](=O)[O-])cc3)o2)ccc1[N+](=O)[O-]
 : 1.3%	0.3%	-1%	-2.5%	8%	9%	2%	0%	3%
COC(=O)Cc1ccc(NC(=S)NCCSc2ccc(C)cc2)cc1
 : 5.3%	0.0%	5%	-2.1%	-4%	-11%	1%	-2%	8%
COc1ccc(C2/C(=C(/O)c3ccccc3)C(=O)C(=O)N2CCO)cc1 (centres undefined)
 : .	.	15%	0.4%	30%	9%	-5%	-2%	8%
O=C(c1cc(-c2cccc(Cl)c2)nc2ccccc12)N1CCCC1
 : 8.4%	-0.5%	-3%	.	0%	6%	-4%	-10%	4%
COc1ccc(-n2ncc3c(NCc4ccco4)ncnc32)cc1
 : 5.1%	-0.1%	0%	-2.8%	23%	7%	-1%	-1%	22%
CCOC(=O)COc1ccc(S(=O)(=O)NCc2ccncc2)cc1
 : 2.3%	1.0%	0%	-3.3%	4%	1%	-6%	-1%	3%
COc1ccccc1CNC(=O)CCCC(=O)n1nc(C)c2ccccc21
 : 3.0%	0.1%	1%	.	14%	9%	4%	-10%	-8%
COC(=O)c1c(N)c(C#N)c(C)n1-c1ccccc1
 : 3.2%	0.3%	19%	-0.2%	9%	10%	-10%	-10%	-9%
O=C(c1ccc(Cl)cc1)C1CCCN(C(=O)/C=C/c2ccccn2)C1 (centres undefined)
 : 0.2%	-0.6%	9%	-0.1%	-13%	7%	0%	-3%	1%
CCOc1ccccc1OCCCC(=O)NC1=NCCS1
 : 1.8%	0.2%	1%	1.4%	-1%	2%	2%	-13%	-10%
CCC(=O)c1ccc(OCC(=O)c2ccc3c(c2)NC(=O)CO3)cc1
 : -0.2%	0.8%	11%	.	11%	11%	-1%	-2%	-13%
CC1=C(C(N)=O)C(c2ccccc2[N+](=O)[O-])n2ncnc2N1 (centres undefined)
 : 2.9%	0.7%	19%	.	7%	1%	11%	-6%	5%
CCOc1ccc(NC(C)C(=O)N/N=C/c2cccs2)cc1 (centres undefined)
 : 1.2%	-0.8%	12%	-2.8%	4%	25%	2%	-4%	-1%
COc1ccccc1-n1cc(-c2ccc(C)cc2)[nH]c1=S
 : 1.8%	2.3%	29%	.	-15%	9%	-15%	-3%	4%
Cc1cc(S(=O)(=O)N(Cc2ccc(C(C)C)cc2)CC2CCCO2)ccc1-n1cnnn1 (centres undefined)
 : 0.8%	-0.4%	2%	-1.1%	6%	5%	-4%	0%	6%
COc1ccc(C(=O)Sc2ccc(Cl)cc2)cc1OC
 : 1.9%	.	9%	-1.1%	6%	18%	-14%	-2%	-9%
COc1ccc(CC(=O)O/N=C(\N)c2ccccn2)cc1OC
 : 2.5%	0.0%	5%	.	-2%	7%	-3%	-2%	-6%
